Mtb UGM inh – Mtb UDP-galactopyranose mutase inhibition | P9WIQ1 | purified UGM, fluorescence polarization probe displacement | inhibition, % at 10 µM | 320,000 tested, 0.06% active | AID 504406; in the data active means inhibition above about 10%, passing the limit was not always enough; inconclusive means no clear call, values can overlap the other calls
FadD28 binding – inhibitors of Mycobacterium tuberculosis FadD28 bisubstrate binding; 360,000 tested, 0.22% active; FadD28 bisubstrate probe binding, fluorescence polarization; inhibition, % at 12.5 µM; AID 588549; in the data active means inhibition above about 8.5%, passing the limit was not always enough; inconclusive means no clear call, values can overlap the other calls
GDH-TPI counter – GDH-TPI coupled enzyme inhibition counter-screen. AID 588335. inhibition, % at 4.8 µM. GDH-TPI coupled enzyme counterscreen, NADH absorbance. 360,000 tested, 1.2% active; in the data active means inhibition above about 30%;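 further: 0% = DMSO wells and 100% = wells lacking the enzyme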
Anthrax LF inh2 – inhibitors of Bacillus anthracis lethal factor protease; P15917; multiplex microsphere protease cleavage assay, LF; inhibition, % at 10 µM; 360,000 tested, 0.12% active; further: plate controls were buffer without enzyme for full effect and enzyme alone for no effect
Target sequence (P15917 whole entry, looked up): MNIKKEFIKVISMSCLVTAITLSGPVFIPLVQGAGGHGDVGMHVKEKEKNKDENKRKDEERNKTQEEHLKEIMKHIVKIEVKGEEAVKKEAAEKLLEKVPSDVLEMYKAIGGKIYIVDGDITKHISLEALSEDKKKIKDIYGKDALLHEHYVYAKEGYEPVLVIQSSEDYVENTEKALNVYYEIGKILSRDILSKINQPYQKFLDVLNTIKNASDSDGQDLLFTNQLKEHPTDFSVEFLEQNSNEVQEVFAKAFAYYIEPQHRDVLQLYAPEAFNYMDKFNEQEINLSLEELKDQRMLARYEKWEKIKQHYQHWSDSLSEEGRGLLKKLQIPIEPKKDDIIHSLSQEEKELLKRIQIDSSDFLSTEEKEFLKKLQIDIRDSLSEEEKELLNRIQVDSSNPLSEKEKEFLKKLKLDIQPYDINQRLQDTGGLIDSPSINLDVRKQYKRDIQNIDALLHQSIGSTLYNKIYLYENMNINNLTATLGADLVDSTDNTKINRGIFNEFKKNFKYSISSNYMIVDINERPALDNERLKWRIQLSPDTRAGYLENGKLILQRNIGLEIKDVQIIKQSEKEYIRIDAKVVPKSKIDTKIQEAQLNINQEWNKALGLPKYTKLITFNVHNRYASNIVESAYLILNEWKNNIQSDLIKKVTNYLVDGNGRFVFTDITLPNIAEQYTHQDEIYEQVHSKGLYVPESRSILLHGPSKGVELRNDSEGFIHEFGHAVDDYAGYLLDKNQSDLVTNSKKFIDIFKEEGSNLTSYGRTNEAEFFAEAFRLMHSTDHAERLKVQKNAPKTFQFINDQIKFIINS
FBA Mtb inh – Mtb fructose-bisphosphate aldolase inhibition; AID 588726; purified M. tuberculosis FBA, fluorescence read-out; 360,000 tested, 2.3% active; inhibition, % at 1 µM; in the data active means inhibition above about 27%;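 further: 0% = vehicle and 100% = reference inhibitor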
Mtb BioA inh – BioA (M. tuberculosis) enzyme inhibition; 360,000 tested, 0.096% active; purified M. tuberculosis BioA enzyme, plate reader; inhibition, % at 9.99 µM; in the data active means inhibition above about 40%; inconclusive means no clear call, values can overlap the other calls
BoNT F protease – inhibitors of Botulinum neurotoxin F light chain protease. inhibition, % at 10 µM. 360,000 tested, 0.22% active. AID 588497. Multiplex microsphere protease cleavage assay, flow cytometry; in the data active means inhibition above about 35%, passing the limit was not always enough; inconclusive means no clear call, values can overlap the other calls; further: plate controls were buffer without enzyme for full effect and enzyme alone for no effect
BoNT-A LC inh2 – blocks Botulinum neurotoxin A light chain protease | AID 588499 | multiplex microsphere protease substrate cleavage, flow cytometry | 360,000 tested, 0.17% active | inhibition, % at 10 µM; further: plate controls were buffer without enzyme for full effect and enzyme alone for no effect
PfHsp40 yeast – rescue of PfHsp40-mediated yeast toxicity; growth rescue, % at 12.5 µM; S. cerevisiae expressing PfHsp40, growth rescue, ATP luminescence; 340,000 tested, 0.68% active; in the data active means growth rescue above about 28%, passing the limit was not always enough; inconclusive means no clear call, values can overlap the other calls;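 further: yeast W303a lacking pdr1 and pdr3 grown in galactose medium; growth measured after three days at 30 °C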
Starred values were filed as active, the others as inactive; ? = inconclusive; nt = not tested or not shown; & = joins results of further samples. Unless noted, no stated cut-off is given here; in the data, active means inhibition above about 30%; inconclusive means no clear call, values can overlap the other calls; inactive means below that.

Labels used below: A = Mtb UGM inh; B = FadD28 binding; C = GDH-TPI counter; D = Anthrax LF inh2; E = FBA Mtb inh; F = Mtb BioA inh; G = BoNT F protease; H = BoNT-A LC inh2; I = PfHsp40 yeast
CCCOc1ccc(N2C(=O)CC(N3CCN(CCN=CC4=C(O)CC(C)(C)CC4=O)CC3)C2=O)cc1 (stereo unspecified)
  A: 0.1; B: -2.6; C: -8; D: 4; E: 1; F: nt; G: 2; H: -0.5; I: 0.3

COc1ccc(C2C3=C(CCCC3=O)Nc3nc(SCc4ccc(C(=O)O)cc4)nn32)cc1OC (stereo unspecified)
  A: 1.6; B: -2.1; C: 3; D: 2; E: 2; F: 0.4; G: -3; H: -0.7; I: 0.6

Cc1ccc(S(=O)(=O)N2C[C@]3(O)C[C@@H]4C(=O)N(c5ccccc5)C(=O)[C@@H]4C[C@]3(OC(=O)NCC3CCCCC3)C2)cc1
  A: nt; B: -1.5; C: 4; D: -4; E: 1; F: 0.9; G: -4; H: -0.1; I: nt

COc1cc(S(=O)(=O)N(Cc2ccccc2)Cc2ccccn2)ccc1-n1cnnn1
  A: -8.7; B: 0.9; C: 0; D: -4; E: -1; F: -2.2; G: -7; H: -1.2; I: -0.1

CC(C)S(=O)(=O)c1csc(C(=O)NN)c1Cl
  A: -2.1; B: -1.1; C: 3; D: nt; E: -1; F: -5.3; G: nt; H: nt; I: nt

COCCCNC(=O)c1cccc(S(=O)(=O)N2CC3(C)CC2CC(C)(C)C3)c1 (stereo unspecified)
  A: 0.3; B: -3.9; C: 10; D: 1; E: -1; F: 0.1; G: -9; H: -4.3; I: 1.8

Cc1ccc(C(=O)c2cn[nH]c2-c2ccccc2O)cc1
  A: 1.5; B: -3.5; C: -1; D: -8; E: 0; F: 0.0; G: -3; H: 0.2; I: 0.2

CS(=O)(=O)c1ccc(Cl)c(C(=O)O)c1
  A: 2.8; B: -2.3; C: 6; D: -5; E: 2; F: -0.3; G: -7; H: -0.6; I: -0.6

Cc1ccc(S(=O)(=O)NNC(=O)Nc2cccc(F)c2)c(C)c1
  A: -1.7; B: -0.9; C: -5; D: -1; E: 7; F: -0.1; G: 8; H: 0.2; I: -0.8

Cn1c(=O)[nH]c(=O)c2c1nc(N1CCCCCC1)n2CCCSc1nc2ccccc2o1
  A: -5.0; B: 0.5; C: -2; D: -2; E: -3; F: -2.0; G: 11; H: 0.9; I: 0.4

COc1ccc(NC(=O)CN(C)C(=O)CCCSc2nc3ccccc3[nH]2)cc1
  A: 1.0; B: -3.5; C: 5; D: -2; E: 0; F: nt; G: 1; H: 1.0; I: 0.8

COc1cc(O)sc1C=Nc1ccc(Cl)cc1
  A: -0.6; B: -0.9; C: 5; D: -1; E: 1; F: -2.6; G: 0; H: -0.1; I: -0.2

C[C@@H](NC(=O)[C@@H]1Cc2ccccc2CN1)C(=O)NC1CCCC1
  A: 0.5; B: 0.1; C: 1; D: 1; E: 0; F: -1.4; G: -7; H: -2.0; I: 0.8

CCOC(=O)C(C)Oc1ccc(OCc2ccccc2)cc1 (stereo unspecified)
  A: 1.7; B: -1.1; C: 2; D: -3; E: 1; F: nt; G: -1; H: 0.3; I: -0.3

O=c1[nH]c(=O)n(Cc2ccco2)c(O)c1C=NCc1ccco1
  A: -2.4; B: -0.6; C: 11; D: -2; E: -1; F: nt; G: 0; H: -0.5; I: -1.6

CCOc1ncccc1C(=O)OCC(=O)NCCc1ccccc1
  A: -3.3; B: -0.4; C: 11; D: 4; E: -1; F: -1.4; G: -4; H: -0.6; I: -0.7

CC(NC(=O)Nc1nnc(C(F)(F)F)s1)(C(F)(F)F)C(F)(F)F
  A: 1.6; B: 0.8; C: 16; D: -5; E: 1; F: 0.7; G: -10; H: -0.4; I: -1.6

O=C(Nc1ccccc1C(=O)O)C1=NN=CC1
  A: 4.2; B: -15; C: -10; D: 5; E: 0; F: nt; G: -12; H: 0.8; I: 9.4

CCN(CC(=O)Nc1ccc(N2CCOCC2)cc1)C(=O)c1ccc(C#N)cc1
  A: -1.1; B: -1.7; C: 1; D: -2; E: -3; F: nt; G: 1; H: -0.2; I: -0.1

Cc1cc(NC(=S)NC(=O)CC(C)C)ccc1Br
  A: 0.5; B: -0.3; C: 4; D: 1; E: -1; F: 0.9; G: -6; H: -3.1; I: 0.2

CC(=O)CCc1c[nH]c2c(C(=O)O)cccc12
  A: -1.5; B: -2.3; C: 7; D: 0; E: -1; F: -1.5; G: -8; H: -0.1; I: 0.2

Cc1ccc(NC(=O)CN(C)C(=O)COC(=O)COc2cc(C)cc(C)c2)cc1
  A: nt; B: -4.9; C: -1; D: -6; E: -2; F: 0.8; G: -2; H: -0.2; I: nt

CCCNC(=O)C(Cc1ccccc1)NC(=O)c1ccc(C(C)(C)C)cc1 (stereo unspecified)
  A: 0.9; B: -1.2; C: 6; D: 2; E: 4; F: -1.7; G: -13; H: 0.4; I: -0.5

CCN1CCN(C(=O)c2ccc(CSc3ccc(C)cc3)cc2)CC1
  A: 2.5; B: -6.4; C: -5; D: 2; E: 0; F: 1.5; G: -7; H: -1.1; I: -2.2

COc1ccc(NC(=O)CN2CCN(S(=O)(=O)c3ccc(C(C)C)cc3)CC2)cc1OC
  A: nt; B: 2.0; C: -11; D: 2; E: 7; F: -0.5; G: 10; H: 0.4; I: 1.2

Limited to FadD28 binding and Anthrax LF inh2, for 7 of the compounds above:
structure,FadD28 binding,Anthrax LF inh2
CC(C)S(=O)(=O)c1csc(C(=O)NN)c1Cl,-1.1,nt
Cc1ccc(S(=O)(=O)N2C[C@]3(O)C[C@@H]4C(=O)N(c5ccccc5)C(=O)[C@@H]4C[C@]3(OC(=O)NCC3CCCCC3)C2)cc1,-1.5,-4
CC(NC(=O)Nc1nnc(C(F)(F)F)s1)(C(F)(F)F)C(F)(F)F,0.8,-5
COc1ccc(C2C3=C(CCCC3=O)Nc3nc(SCc4ccc(C(=O)O)cc4)nn32)cc1OC (stereo unspecified),-2.1,2
CCOc1ncccc1C(=O)OCC(=O)NCCc1ccccc1,-0.4,4
Cc1cc(NC(=S)NC(=O)CC(C)C)ccc1Br,-0.3,1
COCCCNC(=O)c1cccc(S(=O)(=O)N2CC3(C)CC2CC(C)(C)C3)c1 (stereo unspecified),-3.9,1

Further entries:
Labels used below: A = Mtb UGM inh; B = FadD28 binding; C = GDH-TPI counter; D = Anthrax LF inh2; E = FBA Mtb inh; F = Mtb BioA inh; G = BoNT F protease; H = BoNT-A LC inh2; I = PfHsp40 yeast
CC1=NC(C)(C)Cc2cc(C)c(C)cc21
  A: 0.3; B: -3.4; C: -1; D: -2; E: 2; F: nt; G: -4; H: -0.8; I: -0.7

Cc1cc([N+](=O)[O-])ccc1NC(=S)NC1CCCC1
  A: 1.5; B: 0.7; C: 12; D: -2; E: 1; F: 0.8; G: 2; H: -3.8; I: -0.7

CC(=O)c1ccc(NC(=O)NC2CCCCCCC2)cc1
  A: -1.6; B: -1.9; C: -6; D: -5; E: -2; F: 0.6; G: 3; H: 0.0; I: -0.1

O=C(/C=C/c1cccc(F)c1)Nc1cc(S(=O)(=O)N2CCOCC2)ccc1N1CCCC1
  A: 1.7; B: 0.5; C: 14; D: -1; E: 8; F: -1.6; G: 9; H: 1.1; I: 0.9

Cc1ccc(NC(=O)CSc2ncccn2)c([N+](=O)[O-])c1
  A: 0.8; B: 0.3; C: 4; D: 0; E: 7; F: nt; G: 1; H: 0.1; I: -0.9

CCN(CC)C(=O)[C@H]1C[C@H](CC(=O)NCCCn2ccnc2)C(=O)N2CCc3c([nH]c4cc(CCC(=O)N(C)C)ccc34)[C@]12C
  A: nt; B: 1.6; C: 14; D: 2; E: 4; F: -2.1; G: 0; H: -0.4; I: 0.2

CCOC(=O)C1CCN(Cc2cc(=O)oc3cc(C)ccc23)CC1
  A: 0.1; B: -2.6; C: -6; D: 0; E: -4; F: 0.9; G: -7; H: -0.2; I: 0.4

Cc1ccc(S(=O)(=O)N2C[C@@H]3[C@H]4CC[C@H](C4)[C@@H]3[C@@H](C)[C@@H]2c2cn(Cc3ccccc3)c3ccc(F)cc23)cc1
  A: nt; B: -0.7; C: 9; D: -6; E: -1; F: 0.0; G: -10; H: -0.1; I: 0.6

CCn1c(=O)cc(SCC(=O)N2CCN(C3CCCCC3)CC2)c2ccccc21
  A: -1.2; B: -0.6; C: 10; D: -3; E: 2; F: 0.2; G: 2; H: 1.4; I: 3.7

COc1ccc(OCCNC(=O)c2ccccc2Cl)cc1
  A: -0.3; B: -1.5; C: -6; D: 1; E: 0; F: -0.7; G: 0; H: -2.5; I: 0.3

CCN(CC)c1ccc(N=Cc2c(O)n(-c3ccc(OC)cc3)c(=O)[nH]c2=O)cc1
  A: ?; B: -0.9; C: 11; D: 4; E: 7; F: -4.8; G: 5; H: -0.2; I: 0.0

O=C(COc1coc(CN2CCc3ccccc3C2)cc1=O)Nc1ccc(F)cc1F
  A: -1.5; B: -2.3; C: 2; D: -3; E: -1; F: 1.6; G: -5; H: -2.1; I: 1.1

O=c1[nH]c(NC2CCN(S(=O)(=O)c3ccccc3C(F)(F)F)CC2)nc2c1CCCC2
  A: nt; B: -6.0; C: 4; D: -7; E: 2; F: 8.6; G: -15; H: -1.5; I: -2.4

Cc1cccc(NC(=S)NCc2ccc(F)cc2)c1
  A: 4.1; B: -2.8; C: 3; D: 0; E: 0; F: -0.4; G: -8; H: -0.3; I: 1.2

COC(=O)CCC(=O)NNC(=O)c1ccc(Br)cc1
  A: 4.5; B: -1.0; C: -6; D: -2; E: 7; F: 2.3; G: 10; H: 0.6; I: 0.7

O=C(C(=O)N1CCCC1)c1c(-c2ccccc2)[nH]c2ccccc12
  A: 1.2; B: -3.3; C: 6; D: -6; E: 0; F: -2.2; G: -4; H: -0.7; I: -1.1

CNC(=O)C1=C(C)NC(=S)NC1c1cccs1 (stereo unspecified)
  A: 4.5; B: -3.0; C: 7; D: -2; E: 1; F: 1.8; G: -3; H: 0.1; I: -0.5

COc1ccc2c(c1)c(=Cc1ccc(N(C)C)cc1)c1cc(-c3ccccc3)[n+](C)n12
  A: nt; B: 0.4; C: 14; D: -13; E: -16; F: nt; G: -58; H: 17; I: -1.6

Cn1c(NC(=O)CCC2CCCCC2)cc(=O)n(C)c1=O
  A: -0.2; B: -2.2; C: 10; D: -2; E: 1; F: 0.7; G: -3; H: 0.3; I: 0.2

COc1ccc(Cc2nnc(NC(=O)C3CC(=O)N(c4ccc(OC)cc4)C3)s2)cc1 (stereo unspecified)
  A: -0.8; B: -3.1; C: 0; D: 13; E: -2; F: 1.0; G: 6; H: 2.2; I: 1.0

CC(C)=CCC/C(C)=C/CC/C(C)=C/COc1ccc2ccc(=O)oc2c1
  A: 3.3; B: -2.9; C: 2; D: -3; E: 30*; F: 1.4; G: 1; H: 0.0; I: 0.9

CC(C)CCOC(=O)/C(=C/c1ccco1)NC(=O)/C=C/c1ccccc1
  A: -0.6; B: -1.5; C: 19; D: -4; E: -2; F: nt; G: -4; H: -0.4; I: -0.1

C[C@H](CO)N1C[C@H](C)[C@@H](CN(C)S(=O)(=O)c2cn(C)cn2)Oc2ccc(NC(=O)NC3CCCCC3)cc2C1=O
  A: -2.0; B: 1.9; C: 0; D: -4; E: -1; F: -0.5&1.3; G: -5; H: -0.3; I: 1.1

Of the compounds above, these contain a thiophene ring, fused or not:
Labels used below: A = Mtb UGM inh; B = FadD28 binding; C = GDH-TPI counter; D = Anthrax LF inh2; E = FBA Mtb inh; F = Mtb BioA inh; G = BoNT F protease; H = BoNT-A LC inh2; I = PfHsp40 yeast
CC(C)S(=O)(=O)c1csc(C(=O)NN)c1Cl
  A: -2.1; B: -1.1; C: 3; D: nt; E: -1; F: -5.3; G: nt; H: nt; I: nt

COc1cc(O)sc1C=Nc1ccc(Cl)cc1
  A: -0.6; B: -0.9; C: 5; D: -1; E: 1; F: -2.6; G: 0; H: -0.1; I: -0.2

CNC(=O)C1=C(C)NC(=S)NC1c1cccs1 (stereo unspecified)
  A: 4.5; B: -3.0; C: 7; D: -2; E: 1; F: 1.8; G: -3; H: 0.1; I: -0.5

Screens as filed in PubChem.
